Rtt109 Vps75: C. albicans Rtt109 histone acetyltransferase inhibition. Q5AAJ8. purified Rtt109/Vps75, ThioGlo CoA-SH fluorescence, 4 h. inhibition, % at 34.9 µM. 330,000 tested, 0.16% active. AID 540336;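 active = inhibition of at least 50% in every replicate; inconclusive = best replicate reaches 50% inhibition but some replicates fall short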
Ecoli viability: reduces bacterial viability in AddAB counter-screen. 330,000 tested, 0.27% active. E. coli V3065 growth, OD600 absorbance, 18 h. AID 449728. inhibition, % at 11.9 µM;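 active = inhibition above the campaign's mean inhibition across all tested compounds plus 3 SD, cut at about 9.9% in these data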;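 also: uninfected addAB+ strain grown without phage in ampicillin broth; 0% = DMSO wells and 100% = ciprofloxacin 0.95 µg/ml wells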
Wnt act: activates Wnt/beta-catenin signaling in a reporter cell assay | activator, plate reader | activation, % at 9.35 µM | 300,000 tested, 1.2% active | AID 743398; in the data active = activation above about 30%, passing the limit was not always enough; inconclusive = no clear call, values can overlap the other calls;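 also: 0% = neutral control wells and 100% = positive control wells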
PvdQ acylase: P. aeruginosa PvdQ acylase inhibition; purified PvdQ acylase, fluorescence plate reader; inhibition, % at 10 µM; 340,000 tested, 0.063% active; in the data active = inhibition above about 30%, passing the limit was not always enough; inconclusive = no clear call, values can overlap the other calls;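 also: 0% = vehicle neutral wells and 100% = reference inhibitor wells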
PfHsp90 yeast 2: reduces growth (ATP signal) of yeast expressing P. falciparum Hsp90. S. cerevisiae expressing PfHsp90, BacTiter-Glo ATP, 48 h; yeast lacking PDR1 and PDR3 efflux regulators. 310,000 tested, 0.32% active. inhibition, % at 9.4 µM;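 active = every replicate shows inhibition above about 80%, whatever the replicate mean, limit read from the data; inconclusive = mean inhibition reaches the set limit but some replicate falls short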;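 also: 0% = DMSO neutral controls and 100% = 20 µM radicicol positive controls; yeast relying on Plasmodium falciparum Hsp90 in place of its own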
DAGLB inh: diacylglycerol lipase beta (human) inhibition | Q8NCG7 | HEK293T DAGLB membrane lysate, EnzChek fluorogenic substrate | inhibition, % at 5.17 µM | 340,000 tested, 0.059% active | AID 504411; in the data active = inhibition above about 34%;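 also: 0% = enzyme with vehicle and 100% = wells lacking enzyme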
Target sequence (Q8NCG7 whole entry, looked up): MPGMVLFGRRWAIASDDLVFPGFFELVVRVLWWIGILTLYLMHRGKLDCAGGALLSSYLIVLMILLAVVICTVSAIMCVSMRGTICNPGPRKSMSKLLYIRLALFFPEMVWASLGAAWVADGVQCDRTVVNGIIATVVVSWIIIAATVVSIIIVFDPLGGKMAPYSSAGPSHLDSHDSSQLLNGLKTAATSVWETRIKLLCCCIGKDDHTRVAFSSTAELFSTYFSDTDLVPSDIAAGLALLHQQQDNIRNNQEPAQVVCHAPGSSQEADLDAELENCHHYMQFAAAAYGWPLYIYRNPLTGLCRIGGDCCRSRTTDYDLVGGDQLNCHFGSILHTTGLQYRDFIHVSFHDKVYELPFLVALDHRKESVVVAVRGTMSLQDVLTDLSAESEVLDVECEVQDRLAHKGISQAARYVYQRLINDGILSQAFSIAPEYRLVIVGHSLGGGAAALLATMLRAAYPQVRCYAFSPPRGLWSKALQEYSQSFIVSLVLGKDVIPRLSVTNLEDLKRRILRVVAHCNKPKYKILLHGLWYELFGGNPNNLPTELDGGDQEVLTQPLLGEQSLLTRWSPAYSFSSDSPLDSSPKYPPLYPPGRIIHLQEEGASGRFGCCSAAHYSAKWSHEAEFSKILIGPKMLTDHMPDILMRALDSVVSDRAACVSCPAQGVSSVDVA
AddAB inh: less growth of phage-infected E. coli with AddAB | 330,000 tested, 0.29% active | AID 435030 | E. coli expressing H. pylori AddAB, absorbance growth | inhibition, % at 11.9 µM; in the data active = inhibition above about 12%;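 also: 0% = vehicle wells of infected cells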
phage Ecoli inh: E. coli growth loss with phage present. growth absorbance. inhibition, % at 11.9 µM. 360,000 tested, 0.26% active; in the data active = inhibition above about 11%
CAL PDZ inh: inhibitors of human CAL PDZ peptide binding. Q9HD26. purified CAL PDZ, TMR-peptide fluorescence polarization, 1 h. inhibition, % at 20 µM. 330,000 tested, 0.02% active. AID 504414;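 active = highest replicate inhibition of at least 40%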;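 also: plate controls were DMSO neutral control wells for no effect and unlabeled competitor peptide control wells for full effect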
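System: purified tagged CAL PDZ domain construct (CerCALP). Schedule: 1 h incubation at room temperature before polarization reading. Medium: 25 mM sodium phosphate pH 7.4, 150 mM NaCl, TCEP, IgG, Thesit. Read-out: percent inhibition from loss of millipolarization. Measured by: FP readout, S and P plane fluorescence. Probe or stimulus: fluorescent TMR peptide probe.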
Tat export inh: E. coli Tat transport inhibition | E. coli MC4100 TorA-mCherry Tat export, fluorescence | inhibition, % at 10 µM | 340,000 tested, 0.036% active;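 active = mean replicate inhibition at least 50% and at least half of replicates individually reaching 50%; inconclusive = only one of the two criteria met; inactive = neither criterion met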;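 also: exported cargo escapes ClpAP degradation while cytoplasmic cargo is degraded and loses fluorescence; 0% = median of neutral control wells and 100% = median of NaSCN control wells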
* = called active by the depositor; ? = inconclusive; . = not tested or not shown.

Below each SMILES: Rtt109 Vps75 | Ecoli viability | Wnt act | PvdQ acylase | PfHsp90 yeast 2 | DAGLB inh | AddAB inh | phage Ecoli inh | CAL PDZ inh | Tat export inh
- CCOC(=O)NC(=O)C(=CNc1cccc(OC)c1)C(=O)NC(=O)OCC
 : -5 | 0.2 | -1 | -13 | . | 0 | 1.8 | 3.6 | -1.3 | -1
- O=C(c1ccccc1)c1ccc(C(=O)O)c(C(=O)O)c1
 : 0 | . | 0 | 4 | -2 | 0 | . | -0.8 | 0.0 | 4
- COc1ccc(C(=O)NC2CC2)cc1OC1CCN(Cc2ccccc2)CC1
 : -4 | . | 1 | -2 | -10 | 1 | . | 0.5 | -0.8 | 0
- Oc1ccc(Cl)cc1CNCC1CCCCC1
 : 8 | -0.3 | 13 | 15 | 0 | -9 | 2.0 | 5.7 | 0.3 | 8
- O=C(Nc1ccccc1C(=O)Nc1ccc(F)cc1)c1ccco1
 : -5 | 1.0 | 2 | -10 | -10 | -5 | 1.2 | 0.1 | -1.4 | 13
- Cc1cc(NCc2ccccn2)n2nc(C)c(-c3ccccc3)c2n1
 : -8 | -1.2 | -1 | -5 | 8 | -1 | -2.9 | -1.1 | -0.1 | 2
- CCOc1ccc(C(=O)NCCC(=O)N2CCC3(CC2)NCCc2[nH]cnc23)cc1
 : 0 | -2.6 | -4 | -1 | 3 | 3 | 0.8 | 2.9 | -0.6 | 7
- Cn1c(C(=O)NCCCN2CCN(c3cccc(Cl)c3)CC2)cc2c(=O)n(C)c3ccccc3c21
 : -15 | 0.2 | 0 | -15 | . | 4 | 4.6 | 1.8 | -1.3 | 0
- COc1ccc(CCNC(=O)COC(=O)Cn2cnc3ccccc32)cc1OC
 : 2 | 3.3 | -1 | -8 | 6 | -2 | 2.3 | -3.0 | -0.8 | -2
- Cc1cc(NC(=O)COc2ccc(C(C)(C)C)cc2)no1
 : -3 | . | 14 | -17 | -47 | -4 | . | 0.2 | -1.6 | 6

Of the compounds above, these contain nitrogen in an aromatic ring.
Below each SMILES: Rtt109 Vps75 | Ecoli viability | Wnt act | PvdQ acylase | PfHsp90 yeast 2 | DAGLB inh | AddAB inh | phage Ecoli inh | CAL PDZ inh | Tat export inh
- Cc1cc(NCc2ccccn2)n2nc(C)c(-c3ccccc3)c2n1
 : -8 | -1.2 | -1 | -5 | 8 | -1 | -2.9 | -1.1 | -0.1 | 2
- CCOc1ccc(C(=O)NCCC(=O)N2CCC3(CC2)NCCc2[nH]cnc23)cc1
 : 0 | -2.6 | -4 | -1 | 3 | 3 | 0.8 | 2.9 | -0.6 | 7
- Cn1c(C(=O)NCCCN2CCN(c3cccc(Cl)c3)CC2)cc2c(=O)n(C)c3ccccc3c21
 : -15 | 0.2 | 0 | -15 | . | 4 | 4.6 | 1.8 | -1.3 | 0
- COc1ccc(CCNC(=O)COC(=O)Cn2cnc3ccccc32)cc1OC
 : 2 | 3.3 | -1 | -8 | 6 | -2 | 2.3 | -3.0 | -0.8 | -2
- Cc1cc(NC(=O)COc2ccc(C(C)(C)C)cc2)no1
 : -3 | . | 14 | -17 | -47 | -4 | . | 0.2 | -1.6 | 6

As entered above:
Entry of Cc1cc(NC(=O)COc2ccc(C(C)(C)C)cc2)no1 in PfHsp90 yeast 2: -47
Entry of COc1ccc(CCNC(=O)COC(=O)Cn2cnc3ccccc32)cc1OC in phage Ecoli inh: -3.0

Next records
Below each SMILES: Rtt109 Vps75 | Ecoli viability | Wnt act | PvdQ acylase | PfHsp90 yeast 2 | DAGLB inh | AddAB inh | phage Ecoli inh | CAL PDZ inh | Tat export inh
- Cc1cc(C)cc(NS(=O)(=O)c2ccc(NC(=S)NC(=O)c3ccc(Br)o3)cc2)c1
 : 12 | 2.6 | . | 2 | -25 | -3 | 4.2 | 4.6 | -1.9 | 21
- CCc1nn(-c2cc(Oc3ccccc3)nc(-c3ccccc3)n2)c(N)c1C#N
 : 4 | 0.2 | . | -5 | -9 | -3 | 1.3 | 2.2 | -1.0 | 4
- CN(C)CCN(C(=O)c1ccc(S(=O)(=O)N(C)c2ccccc2)cc1)c1nc2cc3c(cc2s1)OCO3
 : 0 | 2.3 | 1 | -6 | 5 | -1 | 4.8 | 2.0 | -1.1 | 5
- CC(=O)N1CCc2cc(S(=O)(=O)Nc3ccccc3N3CCN(C)CC3)ccc21
 : 6 | 0.7 | -5 | -10 | -9 | -4 | 2.1 | 1.3 | -0.7 | 4
- COc1cc(/C=C2\C(=O)ON=C2c2ccccc2)cc(OC)c1OC
 : 16 | 1.6 | . | -14 | 10 | 2 | 4.1 | 0.5 | -0.6 | -5
- COc1ccc(C(=O)Nc2cccnc2)cc1
 : 40 | 2.4 | . | 1 | . | 3 | 0.3 | 2.1 | -2.6 | -4
- O=C(N[C@H](CO)[C@H](O)c1ccc([N+](=O)[O-])cc1)C(Cl)Cl
 : -1 | 90* | 0 | -13 | -6 | -1 | 89* | 78* | 0.6 | 5
- O=C(Nc1ncccc1O)c1ccc(NS(=O)(=O)c2ccc3[nH]c(=O)[nH]c3c2)cc1
 : ? | . | 1 | 13 | -1 | 2 | . | 1.7 | -2.2 | 17
- CC1=C(C(=O)N2CCCC(CCC(=O)NCc3ccccc3F)C2)OCCO1 (stereo unspecified)
 : -5 | 2.2 | 0 | -10 | 26 | 0 | -1.6 | 0.5 | 0.0 | 0
- Cc1ccc(NC(=O)c2ccc(-n3cncn3)c([N+](=O)[O-])c2)cc1F
 : 1 | 1.8 | -4 | -4 | . | -1 | 1.5 | 4.1 | -3.3 | 1

Part of the list above in order of SMILES length, high to low.
Below each SMILES: Rtt109 Vps75 | Ecoli viability | Wnt act | PvdQ acylase | PfHsp90 yeast 2 | DAGLB inh | AddAB inh | phage Ecoli inh | CAL PDZ inh | Tat export inh
- Cc1ccc(NC(=O)c2ccc(-n3cncn3)c([N+](=O)[O-])c2)cc1F
 : 1 | 1.8 | -4 | -4 | . | -1 | 1.5 | 4.1 | -3.3 | 1
- CCc1nn(-c2cc(Oc3ccccc3)nc(-c3ccccc3)n2)c(N)c1C#N
 : 4 | 0.2 | . | -5 | -9 | -3 | 1.3 | 2.2 | -1.0 | 4
- COc1cc(/C=C2\C(=O)ON=C2c2ccccc2)cc(OC)c1OC
 : 16 | 1.6 | . | -14 | 10 | 2 | 4.1 | 0.5 | -0.6 | -5

The listing continues.
Below each SMILES: Rtt109 Vps75 | Ecoli viability | Wnt act | PvdQ acylase | PfHsp90 yeast 2 | DAGLB inh | AddAB inh | phage Ecoli inh | CAL PDZ inh | Tat export inh
- CCCn1c(SCC(=O)Nc2ccc3c(c2)CCC3)n[nH]c1=O
 : 1 | -3.6 | -2 | -5 | 25 | 1 | -0.2 | 5.0 | -1.3 | 1
- CC1Cc2ccccc2N1C(=O)CCn1c(=O)oc2ccccc21 (stereo unspecified)
 : -7 | -0.4 | 0 | -8 | 6 | -2 | -1.2 | 99* | 0.2 | 10
- Cc1cc(OC(=O)c2ccccc2[N+](=O)[O-])c([N+](=O)[O-])c(=O)[nH]1
 : -1 | 1.5 | -1 | 7 | 0 | -2 | -0.9 | 2.8 | -1.3 | 3
- COC(=O)C1=CN(C(C)C)C=C(C(=O)OC)C1c1cc(Br)c(OC)c(OC)c1
 : -262 | 2.8 | . | -9 | 22 | -5 | 3.0 | -2.1 | -0.3 | 21
- CN(C)CCCN(C(=O)c1ccc([N+](=O)[O-])o1)c1nc2cc3c(cc2s1)OCO3
 : 5 | 2.4 | 4 | 5 | -6 | 1 | 1.3 | -0.1 | 0.5 | 4

Source: PubChem

The order is random. Share with any hit: about 1.9%.
